USP28 block: inhibitors of human USP28 deubiquitinase; Ubiquitin carboxyl-terminal hydrolase 28 (Homo sapiens), Q96RU2; purified USP28, Ub-rhodamine cleavage fluorescence, 30 min; inhibition, % at 25 µM; 47,000 compounds, 3% hits; AID 1645857, 2021
USP10 inh: inhibitors of human USP10 deubiquitinase; purified USP10, Ub-rhodamine fluorescence, 60 min; Ubiquitin carboxyl-terminal hydrolase 10 (Homo sapiens), Q14694; AID 1645856, 2021; inhibition, % at 20 µM; 47,000 compounds, 1.1% hits
Target sequence (Q14694 whole entry, looked up): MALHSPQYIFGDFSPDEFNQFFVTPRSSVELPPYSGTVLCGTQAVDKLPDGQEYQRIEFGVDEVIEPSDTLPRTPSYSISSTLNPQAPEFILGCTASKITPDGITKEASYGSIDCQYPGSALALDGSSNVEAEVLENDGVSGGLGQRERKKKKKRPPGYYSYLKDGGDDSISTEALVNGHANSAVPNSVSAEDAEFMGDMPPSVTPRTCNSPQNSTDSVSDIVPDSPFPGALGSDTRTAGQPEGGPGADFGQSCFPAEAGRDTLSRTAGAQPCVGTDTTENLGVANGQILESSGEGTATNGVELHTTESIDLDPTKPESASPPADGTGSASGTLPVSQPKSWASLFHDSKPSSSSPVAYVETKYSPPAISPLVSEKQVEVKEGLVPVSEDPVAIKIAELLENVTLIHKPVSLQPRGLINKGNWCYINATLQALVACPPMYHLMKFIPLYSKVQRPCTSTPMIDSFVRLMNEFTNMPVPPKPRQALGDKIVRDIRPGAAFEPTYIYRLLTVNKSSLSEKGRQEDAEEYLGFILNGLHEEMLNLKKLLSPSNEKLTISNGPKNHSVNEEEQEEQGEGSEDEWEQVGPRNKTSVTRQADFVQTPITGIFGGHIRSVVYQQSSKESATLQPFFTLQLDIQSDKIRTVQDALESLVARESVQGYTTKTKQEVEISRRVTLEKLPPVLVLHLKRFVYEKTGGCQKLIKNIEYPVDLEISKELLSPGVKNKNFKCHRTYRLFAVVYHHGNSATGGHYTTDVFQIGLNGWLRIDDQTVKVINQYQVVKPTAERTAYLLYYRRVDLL
OTUD3 inh: inhibitors of human OTUD3 deubiquitinase; purified OTUD3, Ub-rhodamine fluorescence, 2 h; inhibition, % at 25 µM; 47,000 compounds, 0.7% hits; AID 1645858, 2021
USP17 block: inhibitors of human USP17 deubiquitinase | Ubiquitin carboxyl-terminal hydrolase 17-like protein 5 (Homo sapiens), A8MUK1 | purified USP17, Ub-rhodamine cleavage fluorescence, 3 h | inhibition, % at 50 µM | 47,000 compounds, 6.5% hits | AID 1645855, 2021
UCHL1 inh: inhibitors of human UCHL1 deubiquitinase | 47,000 compounds, 0.2% hits | inhibition, % at 20 µM | Ubiquitin carboxyl-terminal hydrolase isozyme L1 (Homo sapiens), P09936 | purified UCHL1, Ub-rhodamine cleavage fluorescence
Target sequence (P09936 whole entry, looked up): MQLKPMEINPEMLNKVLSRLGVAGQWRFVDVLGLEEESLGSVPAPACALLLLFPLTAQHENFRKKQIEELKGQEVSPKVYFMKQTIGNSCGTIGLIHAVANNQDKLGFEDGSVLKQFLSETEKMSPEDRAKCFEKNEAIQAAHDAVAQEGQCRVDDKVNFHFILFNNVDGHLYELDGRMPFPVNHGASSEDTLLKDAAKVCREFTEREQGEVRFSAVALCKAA
USP30 block: inhibitors of human USP30 deubiquitinase. inhibition, % at 25 µM. purified USP30, Ub-rhodamine cleavage fluorescence. AID 1645860, 2021. 47,000 compounds, 5.3% hits
USP8 block: inhibitors of human USP8 deubiquitinase; Ubiquitin carboxyl-terminal hydrolase 8 (Homo sapiens), P40818; purified USP8, Ub-rhodamine cleavage fluorescence, 30 min; inhibition, % at 20 µM; 47,000 compounds, 4.2% hits
USP7 inh: inhibitors of human USP7 deubiquitinase; purified USP7, Ub-rhodamine cleavage fluorescence; inhibition, % at 20 µM; 47,000 compounds, 0.3% hits; AID 1645854, 2021
The depositor's hits bear a star. Rule as the data show it: active = inhibition above about 30%; inactive = the rest.

How did CC(C)CCCCCCCCC1CC(=O)NC(CCC(=O)O)C(=O)NC(CC(C)C)C(=O)NC(CC(C)C)C(=O)NC(C(C)C)C(=O)NC(CC(=O)O)C(=O)NC(CC(C)C)C(=O)NC(CC(C)C)C(=O)O1 (stereo not drawn) do in these assays?
USP28 block: 9.9; USP10 inh: 12.5; OTUD3 inh: 8.3; USP17 block: 10.4; UCHL1 inh: 4.7; USP30 block: 14.9; USP8 block: 6.9; USP7 inh: 13.0

How did Cc1ccc(C)c(-n2ncc3c(N4CCCCCC4)ncnc32)c1 do in these assays?
USP28 block: 0.1; USP10 inh: -0.5; OTUD3 inh: 2.2; USP17 block: -1.6; UCHL1 inh: -0.5; USP30 block: 6.9; USP8 block: 3.3; USP7 inh: -2.7

Results for O=C(OC(C(=O)c1c[nH]c2ccccc12)c1ccccc1)c1ccc(N2CCCC2)c([N+](=O)[O-])c1 (stereo not drawn) ?
USP28 block: 15.3; USP10 inh: 8.4; OTUD3 inh: 14.0; USP17 block: 8.8; UCHL1 inh: 7.4; USP30 block: 17.3; USP8 block: 14.2; USP7 inh: 10.3

Results for O=S1(=O)CCC(N2CCN(c3nc(-c4ccccn4)nc4scc(-c5ccccc5)c34)CC2)C1 (stereo not drawn) ?
USP28 block: -29.7; USP10 inh: -9.0; OTUD3 inh: -16.4; USP17 block: -14.4; UCHL1 inh: -3.5; USP30 block: -41.2; USP8 block: -216.2; USP7 inh: -32.2

How did O=C1OC2CC1N(C(=O)Nc1ccc(Cl)cc1)C2 (stereo not drawn) do in these assays?
USP28 block: 4.1; USP10 inh: 2.7; OTUD3 inh: -4.0; USP17 block: -6.5; UCHL1 inh: -0.1; USP30 block: 7.8; USP8 block: -36.3; USP7 inh: -0.8

How did Fc1ccccc1-c1cn[nH]c1C1CCCN1Cc1ccc2ncccc2c1 (stereo not drawn) do in these assays?
USP28 block: 7.7; USP10 inh: 3.0; OTUD3 inh: -4.3; USP17 block: 0.1; UCHL1 inh: 4.0; USP30 block: 2.4; USP8 block: 16.4; USP7 inh: 5.1

What do the screens show for `CSc1nc(SCC(=O)c2ccc(Br)cc2)c2c3c(sc2n1)COC(C)(C)C3`?
USP28 block: -10.0; USP10 inh: -4.3; OTUD3 inh: -11.7; USP17 block: -7.1; UCHL1 inh: -1.4; USP30 block: -25.0; USP8 block: -7.7; USP7 inh: -0.6

How did CC(=O)Nc1ccc(S(=O)(=O)N2CCC(C(=O)NCCc3ccc(Cl)cc3)CC2)cc1 do in these assays?
USP28 block: 22.2; USP10 inh: -2.7; OTUD3 inh: 19.2; USP17 block: 18.1; UCHL1 inh: 1.5; USP30 block: 33.9*; USP8 block: 14.1; USP7 inh: 2.4

Results for COc1ccccc1C(=O)NNC(=O)c1cccc(O)c1 ?
USP28 block: 1.5; USP10 inh: 0.6; OTUD3 inh: -0.2; USP17 block: 4.8; UCHL1 inh: 2.7; USP30 block: 4.0; USP8 block: 1.5; USP7 inh: 0.1

How did COc1ccc(CN(C)Cc2cc(=O)c3cc(C)ccc3[nH]2)cc1OC do in these assays?
USP28 block: 2.4; USP10 inh: -1.9; OTUD3 inh: 4.0; USP17 block: 1.4; UCHL1 inh: -0.8; USP30 block: -1.5; USP8 block: 17.8; USP7 inh: -0.5

How did O=C(Nc1ccc(Cl)cc1F)c1cc(-c2ccccn2)n[nH]1 do in these assays?
USP28 block: 3.2; USP10 inh: 10.2; OTUD3 inh: 4.2; USP17 block: 83.2*; UCHL1 inh: 5.8; USP30 block: 12.6; USP8 block: 19.3; USP7 inh: 8.5

Results for CCN1CCN(c2ccc(-c3nc(-c4cccc(C)c4)no3)cn2)CC1 ?
USP28 block: 0.6; USP10 inh: 3.4; OTUD3 inh: -7.2; USP17 block: -3.4; UCHL1 inh: -0.9; USP30 block: -1.2; USP8 block: 0.2; USP7 inh: -2.2

How did Cc1ccoc1C(=O)N1C[C@H](OCC2CCOCC2)[C@H]2OCCC[C@H]21 do in these assays?
USP28 block: -0.9; USP10 inh: -1.0; OTUD3 inh: -3.6; USP17 block: -11.6; UCHL1 inh: -1.0; USP30 block: -10.5; USP8 block: -39.7; USP7 inh: -1.5

Results for Cc1ccc(CNC(=O)Cc2nc(-c3ccccn3)n[nH]2)cc1 ?
USP28 block: -7.8; USP10 inh: -2.1; OTUD3 inh: 0.1; USP17 block: -54.5; UCHL1 inh: 0.4; USP30 block: -5.9; USP8 block: -269.3; USP7 inh: -6.8

How did COc1cc(/C=C/C(=O)O)cc(S(=O)(=O)Nc2ccc3c(c2)CCC3)c1OC do in these assays?
USP28 block: 0.1; USP10 inh: 2.1; OTUD3 inh: 5.4; USP17 block: -3.5; UCHL1 inh: 0.9; USP30 block: -81.9; USP8 block: 22.9; USP7 inh: -14.7

How did O=C(Nc1ccccc1)Nc1ccc(F)c(-c2nnc(-c3ccccc3)o2)c1 do in these assays?
USP28 block: -5.4; USP10 inh: 27.4; OTUD3 inh: 3.0; USP17 block: 1.7; UCHL1 inh: -3.5; USP30 block: 1.4; USP8 block: 25.3; USP7 inh: 18.4

How did Cc1nc(N2CCOCC2)nc2c1COCC21CCN(Cc2ccccc2F)C1 (stereo not drawn) do in these assays?
USP28 block: -19.6; USP10 inh: -1.5; OTUD3 inh: -8.7; USP17 block: -16.5; UCHL1 inh: -0.9; USP30 block: -13.9; USP8 block: -34.9; USP7 inh: -0.7

How did COc1ccc(C2[C@@H]3CCCC[C@]3(O)CCN2C(=O)Cc2ccccc2)cc1 (stereo partly drawn) do in these assays?
USP28 block: 2.7; USP10 inh: -3.6; OTUD3 inh: -2.7; USP17 block: -5.2; UCHL1 inh: 0.4; USP30 block: 0.2; USP8 block: -103.7; USP7 inh: 3.3

How did O=C(c1cn[nH]c1C1CCNCC1)N1CCN(c2ccc(F)cc2)CC1 do in these assays?
USP28 block: -13.8; USP10 inh: -5.5; OTUD3 inh: -5.9; USP17 block: -34.6; UCHL1 inh: -2.5; USP30 block: -23.5; USP8 block: -117.7; USP7 inh: -4.4

Results for C=C(CC[C@@H](C)[C@H]1CC[C@@H]2[C@]1(C)C[C@@H](O)[C@@]13C[C@@]14C(=O)C[C@H](O)[C@@](C)(C(=O)O)[C@@H]4C(=O)C[C@]23O)C(C)C ?
USP28 block: 32.4*; USP10 inh: 14.5; OTUD3 inh: -0.1; USP17 block: 35.1*; UCHL1 inh: -2.7; USP30 block: 20.4; USP8 block: -8.7; USP7 inh: -145.3

What do the screens show for `COc1cccc(-c2cnc([C@@H]3COCCN3C3CCN(C)CC3)[nH]2)c1`?
USP28 block: 0.3; USP10 inh: 0.0; OTUD3 inh: 7.1; USP17 block: -10.1; UCHL1 inh: 1.0; USP30 block: 10.2; USP8 block: -38.6; USP7 inh: 2.5

How did Fc1cccc(Cl)c1CSc1nnc(Cc2sc(-c3ccccc3)nc2-c2ccccc2)o1 do in these assays?
USP28 block: 17.8; USP10 inh: 7.2; OTUD3 inh: 11.1; USP17 block: 27.3; UCHL1 inh: 6.2; USP30 block: 11.2; USP8 block: 7.4; USP7 inh: 10.2

Results for Cc1ccccc1NS(=O)(=O)c1ccc(N2CCCCS2(=O)=O)cc1 ?
USP28 block: -5.2; USP10 inh: 2.7; OTUD3 inh: -2.9; USP17 block: 1.6; UCHL1 inh: 0.1; USP30 block: 2.5; USP8 block: 0.6; USP7 inh: 0.5

Results for O=C(c1cc(Cl)ccc1Cl)N1CCN(c2ccc3nnc(-c4ccco4)n3n2)CC1 ?
USP28 block: 2.1; USP10 inh: -2.0; OTUD3 inh: 7.8; USP17 block: 61.3*; UCHL1 inh: 3.6; USP30 block: 10.1; USP8 block: 49.1*; USP7 inh: 4.2

What do the screens show for `O=C(c1ccc2ccccc2c1)c1cn(-c2ccc(C(F)(F)F)cc2)nn1`?
USP28 block: 2.2; USP10 inh: -1.2; OTUD3 inh: 8.3; USP17 block: 6.4; UCHL1 inh: -0.1; USP30 block: -13.1; USP8 block: 9.1; USP7 inh: 4.4

How did CC1(C(=O)NCc2ccccc2)Cn2cnc(C(=O)NC3CC3)c2C(=O)N1C1CC1 (stereo not drawn) do in these assays?
USP28 block: -8.8; USP10 inh: -0.3; OTUD3 inh: -2.4; USP17 block: 0.9; UCHL1 inh: -1.4; USP30 block: 0.0; USP8 block: -4.1; USP7 inh: -1.9

Results for O=C(c1ccccn1)N1CCC[C@@]2(C[C@@H](Oc3ccc(F)cc3)CO2)C1 ?
USP28 block: 8.1; USP10 inh: 0.5; OTUD3 inh: 9.6; USP17 block: 5.8; UCHL1 inh: -0.1; USP30 block: 12.8; USP8 block: 9.0; USP7 inh: 1.7

What do the screens show for `O=C(c1ccno1)N1CCC2(CC1)CN(c1ncccn1)c1ccccc12`?
USP28 block: -78.5; USP10 inh: -6.4; OTUD3 inh: -76.0; USP17 block: -99.2; UCHL1 inh: -18.8; USP30 block: -318.6; USP8 block: -96.9; USP7 inh: -14.9

What do the screens show for `O=C(NCc1ccco1)c1cnn(-c2ccc(Cl)cc2)c1C(F)(F)F`?
USP28 block: -0.8; USP10 inh: -1.1; OTUD3 inh: 11.2; USP17 block: 15.5; UCHL1 inh: -2.7; USP30 block: -12.7; USP8 block: -146.5; USP7 inh: -30.9

How did COc1ccc(NC(=O)Cn2cc(C(=O)c3ccc(C)cc3)c(=O)c3ccccc32)cc1 do in these assays?
USP28 block: 40.9*; USP10 inh: 37.9*; OTUD3 inh: 10.0; USP17 block: 85.4*; UCHL1 inh: 2.5; USP30 block: 48.6*; USP8 block: 48.7*; USP7 inh: 10.6

Arranged by heavy-atom count (high to low): four of the compounds above
How did Fc1cccc(Cl)c1CSc1nnc(Cc2sc(-c3ccccc3)nc2-c2ccccc2)o1 do in these assays?
USP28 block: 17.8; USP10 inh: 7.2; OTUD3 inh: 11.1; USP17 block: 27.3; UCHL1 inh: 6.2; USP30 block: 11.2; USP8 block: 7.4; USP7 inh: 10.2

How did O=C(Nc1ccccc1)Nc1ccc(F)c(-c2nnc(-c3ccccc3)o2)c1 do in these assays?
USP28 block: -5.4; USP10 inh: 27.4; OTUD3 inh: 3.0; USP17 block: 1.7; UCHL1 inh: -3.5; USP30 block: 1.4; USP8 block: 25.3; USP7 inh: 18.4

What do the screens show for `O=C(c1ccc2ccccc2c1)c1cn(-c2ccc(C(F)(F)F)cc2)nn1`?
USP28 block: 2.2; USP10 inh: -1.2; OTUD3 inh: 8.3; USP17 block: 6.4; UCHL1 inh: -0.1; USP30 block: -13.1; USP8 block: 9.1; USP7 inh: 4.4

How did O=C(c1cn[nH]c1C1CCNCC1)N1CCN(c2ccc(F)cc2)CC1 do in these assays?
USP28 block: -13.8; USP10 inh: -5.5; OTUD3 inh: -5.9; USP17 block: -34.6; UCHL1 inh: -2.5; USP30 block: -23.5; USP8 block: -117.7; USP7 inh: -4.4

The listing continues:
What do the screens show for `COc1ccc(-c2cc(CNS(=O)(=O)c3ccccc3)on2)cc1`?
USP28 block: 15.5; USP10 inh: 4.3; OTUD3 inh: 4.2; USP17 block: 7.8; UCHL1 inh: 2.9; USP30 block: 19.5; USP8 block: 13.5; USP7 inh: 0.0

What do the screens show for `COc1ccc(OC)c(NC(=O)C2Oc3ccccc3NC2=O)c1` (stereo not drawn)?
USP28 block: 51.0*; USP10 inh: 0.6; OTUD3 inh: -8.3; USP17 block: -11.4; UCHL1 inh: -0.3; USP30 block: -0.3; USP8 block: -0.5; USP7 inh: -1.9

Results for CC1=C(C(=O)NCc2ccccc2)C(c2cccc(OCc3ccc(F)cc3)c2)n2ncnc2N1 (stereo not drawn) ?
USP28 block: 6.4; USP10 inh: 3.7; OTUD3 inh: 7.2; USP17 block: 9.4; UCHL1 inh: 4.6; USP30 block: 18.1; USP8 block: 11.8; USP7 inh: 7.4

What do the screens show for `Cc1cc(C)c(N(C(=O)CN2C(=O)c3ccccc3S2(=O)=O)C(C(=O)NCC2CCCO2)c2ccc(F)cc2)c(C)c1` (stereo not drawn)?
USP28 block: 7.3; USP10 inh: 4.3; OTUD3 inh: 1.1; USP17 block: 8.8; UCHL1 inh: 7.6; USP30 block: 12.8; USP8 block: 19.5; USP7 inh: 9.3

What do the screens show for `Cc1ccc(C)c(N2CCN(C(=O)c3ccc(-c4cncnc4)nc3)CC2)c1`?
USP28 block: 0.6; USP10 inh: -1.9; OTUD3 inh: 5.3; USP17 block: 5.3; UCHL1 inh: 2.3; USP30 block: 8.6; USP8 block: 0.9; USP7 inh: 4.7

What do the screens show for `COc1cccc2c1OCC(=O)N(C1CCCC1)C2C(=O)NC1CCCC1` (stereo not drawn)?
USP28 block: -3.6; USP10 inh: 0.0; OTUD3 inh: -0.5; USP17 block: -10.3; UCHL1 inh: -1.5; USP30 block: -4.5; USP8 block: 4.2; USP7 inh: -1.0

What do the screens show for `NC(=O)C(NCc1ccc(Br)cc1F)c1ccccc1` (stereo not drawn)?
USP28 block: 0.6; USP10 inh: 2.0; OTUD3 inh: -1.3; USP17 block: -0.5; UCHL1 inh: 0.1; USP30 block: 1.1; USP8 block: -2.2; USP7 inh: -9.0
